TR SRC2 fluor cs: counter-screen for TRb-SRC2 inhibitors: fluorescence interference; TRb/SRC2 Texas Red total fluorescence interference; Potency, µM (doses to about 106 µM), without a hit: at the top dose fluorescence change, negative = quenching; hit rate 0.29% among 280,000; AID 1479; active means well fitted curve in either direction with a large enough effect; inconclusive means small, poorly fitted or top-dose-only effect
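Human TRb ligand-binding domain at 0.6 uM with 20 nM Texas Red SRC2 peptide in Tris buffer containing 1 uM T3 and 5% DMSO, incubated with compound 5 h at ambient temperature. Total fluorescence (555/632 nm) calculated as parallel + 2 × perpendicular.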
GoLoco inh red: inhibitors of human Gai1-RGS12 GoLoco interaction (red fluorophore); P63096; Potency, µM (top dose mostly 61.6 µM), inactives show at the highest dose activity, negative = inhibition, usual class: inhibitors; Gai1:RGS12 GoLoco peptide FP, rhodamine, 10 min; hit rate 0.44% among 230,000; active means well fitted inhibition curve with a large enough effect, not every such curve was filed as active; inactive means no such curve, though single readings can be large or run the other way; further: nearly all actives have a fitted effect of over 30% in size; many of its hits are not listed in these tables
Target sequence (P63096 whole entry, looked up): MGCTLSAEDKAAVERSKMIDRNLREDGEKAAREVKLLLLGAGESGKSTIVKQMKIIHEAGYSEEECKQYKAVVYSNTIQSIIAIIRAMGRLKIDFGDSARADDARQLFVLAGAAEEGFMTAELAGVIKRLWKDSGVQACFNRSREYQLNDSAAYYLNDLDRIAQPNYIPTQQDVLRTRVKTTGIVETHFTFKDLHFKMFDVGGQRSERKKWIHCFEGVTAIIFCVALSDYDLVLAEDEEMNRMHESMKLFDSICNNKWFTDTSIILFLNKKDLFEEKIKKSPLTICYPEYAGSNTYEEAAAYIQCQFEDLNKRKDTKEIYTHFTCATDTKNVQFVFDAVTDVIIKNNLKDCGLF
GAA inh: alpha-glucosidase (human) inhibition; hit rate 0.005% among 200,000; P10253; purified human GAA, 4-MU-alpha-glucoside fluorescence; Potency, µM (top dose mostly 76.9 µM), for the others: at the highest dose activity change, negative = inhibition, most hits filed as inhibitors;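 further: plate controls were uninhibited enzyme wells for no effect and no-enzyme background for full effect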
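qHTS format, compound range up to 77 uM. Human lysosomal enzyme at 4 nM, 400 uM 4-MU glucoside substrate, pH 5.0, 20 min room temperature; fluorescence after alkaline stop gives activity normalized to controls.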
GAA glycogen: alters human alpha-glucosidase cleavage of glycogen. recombinant GAA, glycogen substrate, Amplex Red glucose oxidase fluorescence. Potency, µM (highest dose often 76.4 µM), for the others: at the highest dose activity change, negative = inhibition, most hits filed as inhibitors. hit rate 0.38% among 300,000. AID 2100;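 further: 0% = full enzyme reaction and -100% = no-enzyme basal signal; the screen sought inhibitors and activators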
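Recombinant human alpha-glucosidase (4 nM final) hydrolysed bovine liver glycogen (30 ug) for 40 min at 37 C in pH 5.0 citrate/phosphate with 0.01% Tween-20. Released glucose detected by glucose oxidase/Amplex Red, Ex 573/Em 610 nm. Compounds up to 77 uM; AC50 from Hill fits.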
RECQ1 inh: inhibitors of human RECQ1 DNA helicase. RECQ1 DNA unwinding, red fluorescence kinetic read. P46063. AID 2549. Potency, µM (titrated, usually from 57.3 µM), without a hit: top-dose activity, negative = inhibition, actives largely listed as inhibitors. hit rate 0.54% among 240,000;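 further: plate controls were vehicle for no effect and no enzyme for full effect; nearly all actives have a fitted effect of over 30% in size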
Target sequence (P46063 whole entry, looked up): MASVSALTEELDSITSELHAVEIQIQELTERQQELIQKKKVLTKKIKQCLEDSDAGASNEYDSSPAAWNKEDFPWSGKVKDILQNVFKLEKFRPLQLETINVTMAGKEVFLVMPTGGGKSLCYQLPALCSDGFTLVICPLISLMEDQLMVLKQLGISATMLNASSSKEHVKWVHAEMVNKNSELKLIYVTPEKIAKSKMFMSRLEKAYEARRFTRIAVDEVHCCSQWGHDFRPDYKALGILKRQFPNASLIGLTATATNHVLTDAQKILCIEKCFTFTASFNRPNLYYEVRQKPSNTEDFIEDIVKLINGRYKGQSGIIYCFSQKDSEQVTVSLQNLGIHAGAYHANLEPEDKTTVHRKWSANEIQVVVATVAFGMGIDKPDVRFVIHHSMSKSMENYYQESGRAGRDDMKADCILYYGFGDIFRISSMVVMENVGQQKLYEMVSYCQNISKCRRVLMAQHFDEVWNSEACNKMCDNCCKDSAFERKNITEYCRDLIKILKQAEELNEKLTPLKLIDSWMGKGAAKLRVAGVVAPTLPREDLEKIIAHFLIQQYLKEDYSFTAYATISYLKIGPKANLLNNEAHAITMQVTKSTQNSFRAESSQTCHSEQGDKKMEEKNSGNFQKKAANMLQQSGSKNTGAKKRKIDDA
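50 nM RECQ1T1 preincubated 15 min with compound in Tris pH 8.0 buffer with MgCl2, DTT, Tween-20 and 2.5 ug/ml poly(dI-dC); started with 200 nM TAMRA/BHQ-2 forked duplex and 2 mM ATP. Unwinding read as fluorescence (525/598 nm), two reads 2 h apart.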
TRb-SRC2 inh: TRbeta-SRC2 interaction inhibition; P10828; TRbeta-SRC2 peptide binding, fluorescence polarization; receptor liganded with 1 µM T3; AID 1469; Potency, µM (highest dose often 106 µM), inactives show top-dose activity change, negative = inhibition, most hits filed as inhibitors; hit rate 0.065% among 280,000;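 further: plate controls were bound peptide for no effect and peptide without receptor for full effect; nearly all actives have a fitted effect of over 50% in size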
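Fluorescence polarization of 20 nM Texas Red SRC2 peptide (20-aa NR interaction domain) bound to 0.6 uM human TRb ligand-binding domain, with 1 uM T3, after 5 hr at ambient temperature; inhibition seen as decreased polarization.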
L3MBTL1 block: inhibitors of human L3MBTL1. Potency, µM (series often up to 57.1 µM), for the others: top-dose activity, negative = inhibition, usual class: inhibitors. AlphaScreen L3MBTL1–H3K9me1 peptide binding. Q9Y468. hit rate 0.66% among 230,000. AID 485360; further: nearly all actives have a fitted effect of over 60% in size
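AlphaScreen proximity signal between nickel-chelate acceptor and streptavidin donor beads (final 10 ug/mL) reports binding of 50 nM L3MBTL1 to 75 nM biotin-H3 K9me1 peptide; complex incubated with compounds 30 min at room temperature; cefsulodin titration as control.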
GAA spleen mod: inhibits or activates alpha-glucosidase in human spleen homogenate. human spleen homogenate, 4-MU-alpha-glucoside fluorescence. Potency, µM (top dose mostly 79.9 µM), for inactives: at the highest dose activity change, negative = inhibition, most hits filed as inhibitors. hit rate 0.006% among 240,000. AID 2112;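 further: 0% = enzyme with vehicle and -100% = no enzyme basal signal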
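AC50 values come from Hill-equation fits of concentration-response data, normalized to no-enzyme and full-activity controls. Enzyme source: 1 ug human spleen homogenate; 1 mM fluorogenic 4-MU glucoside, pH 5.0 citrate buffer, 37 C, 40 min.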
* hit, by the source's call; i = inactive; ? = inconclusive; . = no result given; & = joins results of further samples; [ ] = dose if it differs, or a comment. Unless noted, the call rests on the fitted dose curve; in most records, active means well fitted curve in the direction sought with a large enough effect; inconclusive means small, poorly fitted or top-dose-only effect, or another doubt; inactive means no such curve, though single readings can be large; an effect the other way counts as inactive or inconclusive. Unless noted, on the % scale 0 is the no-effect control and ±100 the full control effect; potency means the concentration at half of the fitted maximal effect. Not all compounds are listed. The share of hits here may be higher or lower than overall.

SMILES	TR SRC2 fluor cs	GoLoco inh red	GAA inh	GAA glycogen	RECQ1 inh	TRb-SRC2 inh	L3MBTL1 block	GAA spleen mod
CCCn1nc(NS(=O)(=O)c2ccccc2)c2cc3cc(C)ccc3nc21	0%	-1%	-1%	1%	-3%	-6%	8%	-3%
Cc1ccc2c(c1)C1CCCC3C1N2CC(=O)N3Cc1ccccc1 (stereo unspecified)	-5%	37%[activator]	-2%	-10%	-5%	-7%	.	-1%
CC1CN/C(=C\C(=O)c2ccccc2)C(=O)N1 (stereo unspecified)	-1%	7%	-6%	2%	-10%	3%	3%	-18%
Cc1c(O)c(=O)ccn1C	0%	-5%&10%	-8%&-3%[15.4 µM]	-17%&-9%	11%	6%	4%	1%
Cc1nn(C)cc1C(C)NC(=O)c1cc(COc2c(F)cccc2F)on1 (stereo unspecified)	-2%	4%	1%	-9%	-1%	4%	4%	0%
O=C1NCCCC1C(=O)N/N=C/c1ccccc1O (stereo unspecified)	3%	0%	?	-6%	i	-8%	-6%	16%
O=C(CN1CCN(Cc2ccccc2)CC1)Nc1ccc2c(c1)CCC2	-3%	14%	5%	2%	-5%	-6%	8%	-2%
Cn1c(=O)c2c(ncn2CCNC2=NCCCCC2)n(C)c1=O	1%	-2%	10%	-18%	i	-5%	2%	5%
COc1ccc(CNc2oc(COc3ccccc3)nc2C#N)cc1	-1%	-3%	4%	-14%	-18%	-7%	-8%	-10%
CCC(CO)Nc1ccc(-c2nn(C)c(=O)c3ccccc23)cc1[N+](=O)[O-] (stereo unspecified)	-1%	2%	?	14%	i	-1%	-14%	1%
CCOC(=O)Cn1c(=O)n(C2CCCC2)c(=O)c2ccccc21	1%	6%	-7%	-21%	i	-17%	?	-13%
S=c1nc(-c2ccccc2)oc2c1CCCC2	-9%	3%	13%	-15%	-6%	0%	3%	-4%
c1ccc(-c2nnc3n2NC(c2ccc4c(c2)OCO4)S3)cc1 (stereo unspecified)	-4%	7%	-2%	?	-6%	-16%	-10%	-3%
CCN(CC)S(=O)(=O)c1cc(C(=O)NC2=NCCS2)ccc1Cl	-1%	4%	-2%	-9%	-9%	-13%	.	4%
O=C(Cn1nnc(N2CCCCC2)n1)c1ccc(Cl)c(Cl)c1	-2%	9%	.	6%	-10%	7%	5%	3%
COc1cc(OC)cc(C(=O)Nc2ccccc2N2CCOCC2)c1	2%	12%	-3%	-7%	-1%	9%	0%	2%
CCC(C)(C)n1nnnc1CN(Cc1ccc(Cl)cc1)Cc1ccco1	1%	26%	-6%	-6%	-3%	-8%	23%	-1%
O=C(OC(C(=O)NC1CCCC1)c1ccccn1)c1cccs1 (stereo unspecified)	-1%	3%	6%	1%	4%	-9%	7%	-1%
COc1ccc(N2C(N)=C(C#N)C(c3ccsc3)C3=C2CCCC3=O)c(OC)c1 (stereo unspecified)	-6%	26%	-16%	-17%	4%	-5%	-1%	-4%
C=CCc1cccc2cc(C(=O)Nc3ccc(F)cc3)c(=O)oc12	-3%&0%	6%	?	-2%[76.3 µM]	-3%	-2%&5%	-2%	-7%

Copied from the list.
GoLoco inh red with `O=C(OC(C(=O)NC1CCCC1)c1ccccn1)c1cccs1` (stereo unspecified) : 3%
TRb-SRC2 inh with `COc1ccc(CNc2oc(COc3ccccc3)nc2C#N)cc1` : -7%

Continuation:
SMILES	TR SRC2 fluor cs	GoLoco inh red	GAA inh	GAA glycogen	RECQ1 inh	TRb-SRC2 inh	L3MBTL1 block	GAA spleen mod
CCOC(=O)c1c(C)[nH]c(C2=NNC(=NC(C)COC)SC2)c1C (stereo unspecified)	-3%	-9%	-3%	9%	-1%	-1%	.	-13%
O=C(CCn1c(=O)[nH]c2ccsc2c1=O)Nc1ccc(F)c(F)c1	-2%	1%	1%	-1%	-2%	12%	2%	-6%
CC1(C)C2CCC1(C)C(OC(=O)CSc1nc(N)cc(=O)[nH]1)C2 (stereo unspecified)	-1%	-7%	-1%	-7%	-2%	1%	1%	-10%
O=C1CN(C(=O)COC(=O)c2ccccc2O)c2ccccc2N1	1%	2%	.	1%	-3%	5%	2%	3%
CCCCC(CC)C(=O)NCCCN1CCN(CCCNC(=O)C(CC)CCCC)CC1 (stereo unspecified)	1%	-3%	-3%	2%	-29%	0%	-13%	-15%
N/C(=N\OC(=O)c1ccc(Cl)c(Cl)c1)c1cccnc1	-1%	8%	2%	7%	i	-5%	.	-8%
CC1Cc2ccccc2N1C(=O)CSc1nnnn1C1CCCC1 (stereo unspecified)	-2%	-4%	-1%	0%	-14%	-5%	44%[activator]	-12%
COc1cccc(CNC(=O)CN2C(=O)CC(c3ccccc3)=Nc3ccccc32)c1	0%[53 µM]	11%	5%	9%	i	-1%[53 µM]	5%	-2%
CCCCC(CC)CN1CN(CC(CC)CCCC)CC(C)(N)C1 (stereo unspecified)	-2%	9%	.	.	i	8%	.	5%
CC(CSc1nc2ccccc2s1)Cn1c(N2CCCC2)nc2c1c(=O)[nH]c(=O)n2C (stereo unspecified)	1%	13%	2%	-19%	-4%	5%	0%	-2%
O=C(CCn1c(=S)oc2ccccc21)Nc1ccc2c(c1)OCCO2	-8%	3%	-4%	3%	-9%	-4%	4%	-2%
O=C(Cn1cccc1C(=O)c1ccccc1)NCc1ccccn1	-2%	16%	-5%	2%	-3%	-9%	5%	-11%
CC(=O)N1CCc2cc(S(=O)(=O)Nc3ccccc3N3CCN(C)CC3)ccc21	0%	4%	-3%	15%	-14%	-3%	.	2%
CCOC(=O)c1oc2ccccc2c1NC(=O)c1cccs1	-1%	-1%	7%	6%	1%	-8%	7%	-10%
COc1cc(C(F)(F)F)c(C(=O)N(C)Cc2ccc(Cl)c(Cl)c2)cn1	0%	6%	2%	-11%	i	5%	16%	-5%
O=C(Nc1nc2ccccc2s1)c1ccc(Cl)s1	-1%	3%	3%	2%	-10%	-5%	.	-4%
CN1Cc2c(N3CCOCC3)nc3sc(C(=O)c4ccccc4)c(N)c3c2CC1(C)C	-1%	-1%	.	0%	-5%	1%	-11%	1%
CCOc1cc(/C=N/NC(=O)c2nn(C)cc2Br)ccc1OCc1ccccc1Cl	-2%	6%	4%	2%	-1%	-2%	6%	-2%
CCOc1cc(S(=O)(=O)N2CCCCCC2)ccc1F	-1%	6%	2%	-12%	-10%	1%	.	8%
Cn1c(CC(=O)NC(C)(C)CO)c(Sc2ccccc2)c2ccccc21	-2%	13%	6%	-1%	-7%	1%	0%	2%
CC(=O)N1CCN(C(=S)Nc2cc(S(=O)(=O)N3CCOCC3)ccc2Cl)CC1	-3%	1%	-3%	-7%	-9%	3%	2%	-8%
Cc1ccc(-c2csc(NC(=O)C3=NN(c4ccccc4)C(=O)CC3)n2)cc1	-1%	12%	1%	4%	?	9%	-14%	-12%
COc1cc2c(cc1OC)C(C)N(C(=O)c1cc3c(=O)oc4ccc(C)cc4c3s1)CC2 (stereo unspecified)	-2%	2%	?	-7%	6%	-1%	2%	-14%
Cn1c(SCc2c(F)cccc2Cl)nnc1-c1cnccn1	0%	6%	-6%	-2%	-4%	6%	-3%	3%
Cc1ccccc1Cn1c(Cc2ccccc2)nc2ccccc21	-1%	7%	-1%	-9%	-26%	-13%	8%	-24%
O=C(c1cc2nc(-c3ccccc3)cc(-c3ccccc3)n2n1)N1CCN(C(=O)c2ccco2)CC1	-2%	15%	7%	-2%	10%	-2%	12%	-2%
CCOC(=O)c1c(NC(=O)C[n+]2ccccc2)sc2c1CCCC2	-1%	3%	9%	15%	i	-8%	-7%	-3%
COC(=O)c1sccc1NC(=O)CC1C(=O)NCCN1C(=O)Nc1ccccc1 (stereo unspecified)	-3%	2%	.	-2%	-1%	0%	-5%	5%
Cc1nnc2sc(-c3ccc(-c4ccc(Cl)c(C(F)(F)F)c4)o3)nn12	-7%	18%	?	-5%	i	-3%	-5%	5%
O=C(COC(=O)CNC(=O)c1ccc(F)cc1)Nc1cccc(S(=O)(=O)N2CCCC2)c1	-5%	4%	?	5%	-6%	-10%	.	-13%
O=C(OCC#CCSc1nnc(-c2ccccc2)o1)c1cccs1	-6%	22%	?	-18%	-5%	-7%	.	-7%
O=C(Cn1cc([N+](=O)[O-])cn1)NCC1CCCO1 (stereo unspecified)	-1%	13%	5%	2%	-5%	-1%	-5%	4%
c1ccc(-c2nc(-c3ccccc3)c(Nc3ccc4ccccc4c3)o2)cc1	0%	-1%	.	.	i	10%	.	-2%
O=C(NCc1cccs1)C(=O)c1cn(CC(=O)N2CCOCC2)c2ccccc12	-2%	0%	0%	-5%	-1%	5%	.	-5%
CC(C)(CNC(=O)c1ccc([N+](=O)[O-])c(Cl)c1)CNC(=O)c1ccc([N+](=O)[O-])c(Cl)c1	-5%	10%	-11%	-4%	-8%	-7%	-16%	7%
Cc1nn2c(NCCN(C)C)c3c(nc2c1-c1ccccc1)CCCC3	5%	23%	.	7%	10%	0%	-25%	-7%
Cc1cc(C)n2nc(SCc3ncc(-c4ccccc4)o3)nc2n1	-2%	9%	-2%	9%	i	-16%	.	-5%
CCC(C)(C)NC(=O)C(c1ccncc1)N(C(=O)c1sc(C)nc1C)c1ccc(F)cc1 (stereo unspecified)	-1%	7%	2%	7%	1%	6%	5%	-1%
Cc1ccc(C(=O)COC(=O)c2n[nH]c(=O)c3ccccc23)cc1	2%	9%	2%	-1%	i	-6%	.	-16%

Some entries already given, reduced to L3MBTL1 block and GoLoco inh red.
SMILES,L3MBTL1 block,GoLoco inh red
Cc1nn2c(NCCN(C)C)c3c(nc2c1-c1ccccc1)CCCC3,-25%,23%
Cc1cc(C)n2nc(SCc3ncc(-c4ccccc4)o3)nc2n1,.,9%
CCC(C)(C)NC(=O)C(c1ccncc1)N(C(=O)c1sc(C)nc1C)c1ccc(F)cc1 (stereo unspecified),5%,7%

Assay outcomes: PubChem BioAssay, National Center for Advancing Translational Sciences (NCATS)
